Screening results deposited in PubChem BioAssay by several laboratories.
SIAE primary = human SIAE inhibitors, primary screen, biochemical, fluorescence polarization, FP-Rh probe, 1536-well HTS | Sialate O-acetylesterase (Homo sapiens), Q9HAT2 | SIAE FP-Rh probe binding | inhibition, % at 9.66 µM | 370,000 tested, 0.69% active | AID 1053197, 2014;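 active = inhibition above a cutoff: mean of compounds within the control limits plus 3 SD of those, cut at about 17% in these data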;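 note: 0% = plate median of compound wells and 100% = probe without SIAE protein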
NR1D1 modulator = modulators of Rev-erb alpha DNA binding, primary screen, biochemical, FITC-DNA, fluorescence polarization, uHTS; Rev-erbα–FITC-DNA binding, 90 min; 370,000 tested, 0.79% active; activity, % at 10 µM; Nuclear receptor subfamily 1 group D member 1 (Homo sapiens), P20393; AID 1259318, 2017;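 active = activity above about 14%, limit read from the data; passing the limit was not always enough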;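 note: 0% = DMSO wells with 35 nM protein and 100% = DMSO wells with 750 nM protein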
PRMT1 FP inh = PRMT1 methyltransferase inhibitors, primary screen, biochemical, fluorescence polarization; 370,000 tested, 1.3% active; recombinant PRMT1, activity-based probe fluorescence polarization; Protein arginine N-methyltransferase 1 (Homo sapiens), Q99873; inhibition, % at 2.79 µM; AID 652257, 2013;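 active = inhibition above about 21% made by adding two undisclosed values, limit read from the data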
mABHD4 FP = ABHD4 inhibitors, primary screen, biochemical, fluorescence polarization, mouse; AID 720543, 2013; (Lyso)-N-acylphosphatidylethanolamine lipase (Mus musculus), Q8VD66; purified mABHD4, FP-Rh probe fluorescence polarization; 370,000 tested, 0.54% active; inhibition, % at 8.92 µM;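 active = inhibition exceeding the mean over every tested compound plus 3 SD, cut at about 30% in these data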;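 note: 0% = plate median of compound wells and 100% = S159A mutant with DMSO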
Target sequence (Q8VD66 whole entry, looked up): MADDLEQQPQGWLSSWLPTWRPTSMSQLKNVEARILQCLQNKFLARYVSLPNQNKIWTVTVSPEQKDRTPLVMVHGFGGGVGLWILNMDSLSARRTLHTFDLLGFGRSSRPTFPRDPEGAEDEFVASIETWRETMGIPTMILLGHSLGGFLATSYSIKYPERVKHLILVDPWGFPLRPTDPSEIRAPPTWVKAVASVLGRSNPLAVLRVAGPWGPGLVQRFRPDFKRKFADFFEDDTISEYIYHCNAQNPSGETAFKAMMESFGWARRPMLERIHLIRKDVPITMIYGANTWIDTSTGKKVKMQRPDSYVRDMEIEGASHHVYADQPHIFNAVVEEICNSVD
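Doses – 8.92 µM, single dose · Material – wild-type mouse ABHD4 protein · Replication – single well per compound (singlicate) · Measure – percent inhibition of probe binding, normalized to plate controls · Schedule – 45 min compound pre-incubation plus 60 min probe step, 25 °C · Detection – fluorescence polarization with parallel and perpendicular emission, 525/598 nm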
rCAG RNA binder = binders of r(CAG) RNA repeats, primary screen, biochemical, fluorescence; 370,000 tested, 1.3% active; inhibition, % at 3 µM; r(CAG) RNA repeat, TO-PRO-1 dye displacement fluorescence;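 active = inhibition above the plate cutoff, the mean of all test compounds on that plate plus 3 SD, cut at about 35% in these data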;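 note: 0% = DMSO alone and 100% = 100 µM mitoxantrone as full dye displacement; higher means more dye released from RNA so lower well fluorescence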
PG9 Ab binder = binders of HIV-1 gp120 antibody PG9, primary screen, biochemical, TR-FRET; HIV-1 gp120 / PG9 antibody interaction; TR-FRET gp120-PG9 antibody binding; inhibition, % at 6.7 µM; 360,000 tested, 0.43% active; in the data active = inhibition above about 8.5%
HTRA1 inh = HTRA1 serine protease inhibitors, primary screen, biochemical, fluorescence polarization, HTS | Q92743 | recombinant HTRA1, FP-rhodamine activity-based probe | inhibition, % at 5.96 µM | 340,000 tested, 0.5% active | AID 504803, 2011; in the data active = inhibition above about 36%;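 note: 0% = enzyme with DMSO and 100% = wells lacking enzyme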
Target sequence (Q92743 whole entry, looked up): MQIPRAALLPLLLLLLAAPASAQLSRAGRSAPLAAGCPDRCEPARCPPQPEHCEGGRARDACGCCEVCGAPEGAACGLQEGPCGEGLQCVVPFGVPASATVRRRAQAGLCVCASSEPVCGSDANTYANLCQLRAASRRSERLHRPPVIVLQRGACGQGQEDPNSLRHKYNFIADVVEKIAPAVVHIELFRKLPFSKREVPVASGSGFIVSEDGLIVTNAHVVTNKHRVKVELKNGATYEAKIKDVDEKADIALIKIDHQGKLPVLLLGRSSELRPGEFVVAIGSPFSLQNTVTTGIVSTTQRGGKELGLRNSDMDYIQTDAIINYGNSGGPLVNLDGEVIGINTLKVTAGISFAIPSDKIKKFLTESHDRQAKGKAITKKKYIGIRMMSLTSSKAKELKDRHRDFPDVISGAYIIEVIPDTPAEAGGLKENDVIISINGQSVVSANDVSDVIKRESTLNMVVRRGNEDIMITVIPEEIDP
TDP2 absorb = human TDP2 enzyme inhibitors, primary screen, biochemical, epi absorbance, recombinant enzyme; Tyrosyl-DNA phosphodiesterase 2 (Homo sapiens), O95551; T5PNP hydrolysis, p-nitrophenol absorbance 415 nm; inhibition, % at 12.8 µM; 370,000 tested, 0.34% active; AID 720702, 2013;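 active = inhibition above the mean of all tested compounds plus 3 SD, set per campaign, cut at about 25% in these data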;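 note: 0% = DMSO with enzyme and 100% = buffer with substrate but no TDP2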
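test system = human TDP2 enzyme | input = TDP2 enzyme at 120 nM final | medium = 50 mM Tris-HCl pH 7.5 with Mg2+, KCl, DTT, BSA | also added = T5PNP substrate, 5 mM | times = 2 h at 37 °C | technique = epi absorbance | benchmarks = high control without enzyme, low control DMSO plus TDP2 | replication = each compound tested once, singlicate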
LEDGF integ inh = blockers of LEDGF/p75-dependent integrase strand transfer – biochemical, TR-FRET, high throughput, primary screen; inhibition, % at 3.7 µM; 370,000 tested, 0.64% active; HIV-1 integrase (with human LEDGF/p75); AID 743269, 2014; TR-FRET IN-LEDGF/p75 DNA integration, Eu/Cy5;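 active = inhibition above the screen-wide mean plus 3 SD, cut at about 13% in these data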;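 note: signal is the Cy5 over europium emission ratio at 671 and 618 nm; 0% = plate median of compound wells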
TCR-CD3 inh = inhibitors of human TCR-CD3 interaction, primary screen, biochemical, fluorescence, TAMRA-labeled TCR probe | T-cell receptor (TCR) | inhibition, % at 9.4 µM | 360,000 tested, 0.37% active; in the data active = inhibition above about 19%;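 note: recombinant mutant TCR 2C K166C tagged with TAMRA read by polarization; 0% = receptor in buffer alone and 100% = receptor with positive control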
Numbers without * were called inactive; x = not tested or not shown. Not all compounds are listed (hit frequency here may not be typical).

Below each compound – NR1D1 modulator | HTRA1 inh | PRMT1 FP inh | SIAE primary | rCAG RNA binder | mABHD4 FP | TDP2 absorb | LEDGF integ inh | TCR-CD3 inh | PG9 Ab binder
(1) CCNC(=O)NC(=O)C(C)On1nnc2ccc(S(=O)(=O)N(CC)CC)cc21 (configuration not stated)
  -2 | 3 | 2 | -1 | -1 | 2 | -2 | -2 | -6 | 0.9
(2) CC(C)(C)S(=O)(=O)N1C[C@@H]2C(=CC[C@H]3C(=O)N(c4ccccc4)C(=O)[C@@H]23)[C@@H]1CCO
  0 | 1 | 6 | -5 | 6 | 1 | 10 | 4 | -7 | -2.8
(3) CC(C)=CC(=O)Nc1nc2ccc([N+](=O)[O-])cc2s1
  -7 | 1 | 6 | -11 | 11 | -9 | -4 | -8 | 0 | -2.1
(4) O=C(CN1C(=O)C2CC=CCC2C1=O)Nc1nc2ccccc2[nH]1 (configuration not stated)
  -4 | 0 | -1 | 5 | 0 | 1 | -12 | -2 | 4 | -1.2
(5) Cc1cc(C)cc(N2C(=O)CC(N3CCOCC3)C2=O)c1 (configuration not stated)
  5 | 8 | 3 | 3 | -2 | 1 | -9 | -2 | 10 | -0.6
(6) CC1CCCN(C(=O)/C(=C/c2ccco2)NC(=O)c2ccccc2)C1 (configuration not stated)
  -3 | 11 | 20 | -8 | 4 | -4 | -5 | 3 | -10 | -0.4
(7) Cc1[nH]c(=O)c(C(=O)/C=C/c2ccccc2F)c2c1CCCC2
  1 | -1 | -4 | 3 | 0 | 0 | 2 | 1 | 3 | -0.4
(8) c1coc(-c2ccc3nncn3c2)c1
  -20 | x | 43* | 12 | 47* | 23 | 13 | 57* | 35* | 1.2
(9) Cc1onc(-c2ccccc2)c1CNS(=O)(=O)c1ccccc1[N+](=O)[O-]
  -6 | 0 | 5 | 0 | -1 | 0 | -3 | -5 | -6 | -1.4
(10) COc1ccccc1CCNC(=O)Cn1ccc2cc(S(=O)(=O)N3CCCC3)ccc21
  -2 | -6 | -1 | 4 | -3 | 2 | -14 | 6 | 2 | 0.8
(11) CCC(=O)OCC(=O)Nc1ncc(C(F)(F)F)cc1Cl
  1 | 0 | -1 | -1 | 6 | 4 | 0 | 1 | 5 | 0.4
(12) Cc1nnc(NC(=O)C2CCCN2C(=O)Nc2ccccc2)s1 (configuration not stated)
  -6 | 15 | -3 | -2 | -1 | -4 | 1 | 1 | -2 | 0.3
(13) CCCCn1nnnc1C(c1cc2ccccc2o1)N1CCN(CCN(C)C)CC1 (configuration not stated)
  -1 | x | -3 | -5 | -1 | 4 | 0 | -2 | 0 | -0.8
(14) CCN(CCO)C(=O)C12CCC(C)(C(=O)C1)C2(C)C (configuration not stated)
  1 | 3 | 3 | 0 | -3 | -3 | -4 | -2 | -1 | 0.3
(15) Nc1nc(/C=C/c2ccc(F)cc2)nc(-c2ccccc2O)n1
  -1 | -13 | -1 | -21 | 8 | -8 | 6 | -3 | 2 | -1.5
(16) COc1cccc(CNC(=O)C2CCCN(S(=O)(=O)c3cnc[nH]3)C2)c1 (configuration not stated)
  -5 | 0 | -6 | 9 | 2 | -7 | -7 | 7 | 7 | -0.5
(17) CN(Cc1c(C(=O)N2CCCCCCC2)nc2ccc(Cl)cn12)C1CCOC1 (configuration not stated)
  -1 | 2 | 5 | -3 | -9 | -6 | -4 | -2 | -2 | 3.5
(18) COc1ccccc1CNc1cccc(C)n1
  1 | 1 | 4 | 3 | -2 | -1 | 1 | -6 | -2 | -1.3
(19) CC1CCC(=O)N(CCOc2ccccc2)CC1 (configuration not stated)
  -1 | 8 | -5 | 3 | -9 | -1 | 9 | -3 | 0 | 0.2
(20) COC(=O)Cn1c2ccccc2c2nc(=O)cc(C)n21
  9 | 2 | -3 | -2 | -2 | 0 | 6 | 4 | 8 | -0.9
(21) CC(OC(=O)c1ccc2c(=O)n3c(nc2c1)CCCCC3)C(=O)Nc1ccc(Cl)cn1 (configuration not stated)
  4 | 1 | -3 | -1 | 0 | -3 | 6 | 3 | 3 | 0.9
(22) O=C1CCCN1c1ccc(Br)cc1
  0 | 2 | -3 | 3 | 1 | 4 | 7 | 1 | 0 | 0.4
(23) C/C(=N/NC(=O)CNC(=O)CCc1ccccc1)c1ccc(Cl)c(Cl)c1
  -7 | 2 | 5 | -7 | 2 | -2 | -5 | -5 | -10 | -0.7
(24) COc1cc([N+](=O)[O-])ccc1NC(=O)CN1CCc2cc(OC)c(OC)cc2C1
  9 | 1 | 1 | 2 | 11 | -2 | -2 | -3 | 3 | -0.2
(25) COc1ccc([C@@H]2[C@@H]3C(=O)N(C(C)(C)C)C(=O)[C@@H]3[C@]3(C)C(=O)N(c4ccc(C(F)(F)F)cc4)C(=O)N23)cc1
  3 | -1 | 2 | 3 | -1 | -5 | 2 | -1 | 4 | -1.1
(26) COc1ccc(CCN2C(=NC(=O)CCC(=O)O)SC3CS(=O)(=O)CC32)cc1 (configuration not stated)
  -13 | -4 | -1 | 3 | 0 | 2 | 1 | -2 | -3 | -0.4
(27) COc1ccc(C(CCc2ccc(C)o2)NC(=O)Nc2ccc(OC)cc2OC)cc1 (configuration not stated)
  0 | -7 | 2 | 6 | 8 | 3 | 6 | -3 | -4 | 0.2
(28) Cc1cccc([N+](=O)[O-])c1NC(=O)CN(Cc1ccccc1)Cc1ccccc1
  2 | -4 | -1 | 2 | -2 | -6 | 1 | -3 | 3 | 1.5
(29) CCOCCCNC(=O)CCc1ccc(S(=O)(=O)Nc2ccc(C)cc2)cc1
  12 | -10 | 1 | 1 | -1 | -2 | -5 | 2 | 3 | -0.2
(30) CCCCCNC(=O)C(c1ccc(-c2ccccc2)cc1)n1c(=O)c(-c2cc3ccccc3[nH]2)nc2ccccc21 (configuration not stated)
  -2 | x | -1 | -3 | 9 | -5 | -7 | -4 | 5 | 0.3
(31) COc1ccccc1CC(=O)Nc1ccccc1O
  1 | 0 | -2 | 2 | 0 | -2 | 2 | 0 | 0 | -0.4
(32) CCc1nnc(NC(=O)[C@@H](NC(=O)c2cccc(S(=O)(=O)N(CC)CC)c2)C(C)C)s1
  3 | 2 | 3 | -8 | 1 | -5 | -4 | 1 | -3 | 1.4
(33) COc1ccc(OCC(=O)OCC(=O)NCc2ccco2)cc1
  -1 | -1 | 1 | 5 | 0 | -3 | 7 | -3 | 5 | -1.4
(34) CC(C)(C)NC(=O)NC(=O)COC(=O)CCC1CCCCC1
  2 | 20 | -2 | -2 | -12 | 0 | -4 | -3 | 3 | -1.1
(35) C=CCOc1cccc(C2C(C(=O)c3ccc(C)o3)=C(O)C(=O)N2CCN(C)C)c1 (configuration not stated)
  0 | 7 | 2 | -1 | 0 | 2 | -1 | -1 | 6 | 3.6
(36) Cc1ccccc1-c1cnn(-c2cccc([N+](=O)[O-])c2)c1N
  5 | -7 | 2 | 0 | -6 | 5 | -17 | 5 | 4 | -1.5
(37) CCOc1ccc(-c2nc(CSCC(=O)N3CCN(c4cccc(OC)c4)CC3)c(C)o2)cc1
  -4 | -5 | 1 | -3 | 3 | -3 | -2 | -4 | 4 | -0.4
(38) O=C(NC1CC1)C1=C[C@@H](c2ccc(Br)cc2)C[C@@H](OCCCCO)O1
  9 | -7 | 3 | -7 | 6 | -9 | -18 | -4 | 1 | 2.6
(39) Cc1cccc(NC(=O)[C@H](Cc2c[nH]c3ccccc23)NC(=O)[C@@H]2Cc3ccccc3CN2)c1
  4 | -26 | 3 | 3 | 6 | 16 | 7 | -2 | -3 | 0.0
(40) O=c1[nH]c2ccc(S(=O)(=O)N3CCCC3)cc2[nH]1
  3 | -2 | 3 | -5 | 1 | 1 | 16 | -1 | 8 | -1.4
(41) CN(C)CCN(C(=O)c1ccc2ccccc2c1)c1nc2c(F)cc(F)cc2s1
  1 | 0 | 3 | -6 | 0 | 11 | 6 | -6 | -4 | -0.1
(42) CCNC(=O)CSc1nc2ccccc2c(=O)n1-c1cccc(OC)c1
  1 | -4 | -1 | 2 | -2 | 1 | 1 | -8 | 1 | 0.6
(43) Cc1cnc(C(=O)N(c2ccc(N3CCOCC3)cc2)C2C(=O)Nc3ccccc3N=C2c2ccc3c(c2)OCO3)cn1 (configuration not stated)
  8 | x | -1 | -2 | 10 | 4 | -16 | 8 | -10 | -2.3
(44) O=C(Cn1nc(-c2ccccc2)c2ccccc2c1=O)Nc1ccc(F)cc1
  -2 | -2 | -8 | -4 | -1 | -4 | -9 | -1 | -3 | -1.4
(45) Cc1cc(/C=C(\C#N)C(=O)NCc2ccccc2)c(C)[nH]1
  3 | -7 | 1 | 8 | -1 | 7 | -1 | -6 | -4 | -1.1
(46) Cc1noc(C)c1CSCC(=O)Nc1nnc(CC(C)C)s1
  0 | -6 | 7 | -6 | 2 | 4 | -9 | 3 | -2 | -0.4
(47) COCCCNC(=O)C1CCC(=O)N1Cc1ccccc1Cl (configuration not stated)
  -3 | 1 | 2 | 1 | 1 | -6 | -7 | -3 | -2 | 0.6
(48) Cc1c(NC(=O)Nc2ccc([N+](=O)[O-])cc2)c(=O)n(-c2ccccc2)n1C
  3 | 2 | 3 | -5 | 0 | 4 | -6 | -5 | -2 | -0.5
(49) O=S(=O)(NC1CC1)c1ccc(S(=O)(=O)N2CCCC(c3nc(-c4cccnc4)no3)C2)cc1 (configuration not stated)
  -6 | -11 | 5 | -9 | 2 | -4 | -7 | 2 | -7 | 0.3
(50) CC(C)CNC(=S)N(CCCO)Cc1cc2cc3c(cc2[nH]c1=O)OCO3
  2 | 5 | 1 | 9 | -7 | -2 | -3 | 3 | -1 | 0.8

Of the compounds above, these have a tert-butyl group.
Below each compound – NR1D1 modulator | HTRA1 inh | PRMT1 FP inh | SIAE primary | rCAG RNA binder | mABHD4 FP | TDP2 absorb | LEDGF integ inh | TCR-CD3 inh | PG9 Ab binder
(2) CC(C)(C)S(=O)(=O)N1C[C@@H]2C(=CC[C@H]3C(=O)N(c4ccccc4)C(=O)[C@@H]23)[C@@H]1CCO
  0 | 1 | 6 | -5 | 6 | 1 | 10 | 4 | -7 | -2.8
(25) COc1ccc([C@@H]2[C@@H]3C(=O)N(C(C)(C)C)C(=O)[C@@H]3[C@]3(C)C(=O)N(c4ccc(C(F)(F)F)cc4)C(=O)N23)cc1
  3 | -1 | 2 | 3 | -1 | -5 | 2 | -1 | 4 | -1.1
(34) CC(C)(C)NC(=O)NC(=O)COC(=O)CCC1CCCCC1
  2 | 20 | -2 | -2 | -12 | 0 | -4 | -3 | 3 | -1.1
